Source: PubChem
yeast rad50: NCI yeast anticancer drug screen, S. cerevisiae rad50 strain | AID 155 | growth inhibition, % at 50 µM | 79,000 compounds, 10% hits;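 further: 0% = growth of vehicle-only cultures of the same strain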
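Vehicle-treated cultures provide the reference for the growth inhibition reported for compound-exposed, repair-deficient yeast.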
bub3: NCI yeast anticancer drug screen, S. cerevisiae bub3 mutant strain. 78,000 compounds, 9.9% hits. % growth inhibition at 50 µM;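 further: 0% = growth of vehicle-only cultures of the same strain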
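Steps: expose the mutant yeast strain to compound; grow alongside vehicle-treated cultures; measure growth; express inhibition against the vehicle cultures.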
yeast mec2-1: NCI yeast anticancer drug screen, S. cerevisiae mec2-1 strain; % growth inhibition at 50 µM; 79,000 compounds, 9% hits;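 further: 0% = growth of vehicle-only cultures of the same strain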
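Growth inhibition is read against vehicle-treated controls after compound exposure of the mec2-1 yeast strain, which is defective in DNA damage repair or cell cycle control.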
mlh1 rad18: NCI yeast anticancer drug screen, S. cerevisiae mlh1 rad18 strain | AID 175 | 79,000 compounds, 11% hits | growth inhibition, % at 50 µM;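 further: 0% = growth of vehicle-only cultures of the same strain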
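Genetically defined yeast (DNA repair-deficient) exposed to compounds; growth inhibition determined relative to vehicle.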
sgs1 mgt1: NCI yeast anticancer drug screen, S. cerevisiae sgs1 mgt1 strain; AID 161; growth inhibition, % at 50 µM; 78,000 compounds, 10% hits;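 further: 0% = growth of vehicle-only cultures of the same strain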
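Percent growth inhibition was derived by comparing compound-exposed mutant yeast with vehicle-exposed cultures. The strain carries alterations in DNA damage repair.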
cln2 rad14: NCI yeast anticancer drug screen, S. cerevisiae cln2 rad14 strain; AID 165; growth inhibition, % at 50 µM; 78,000 compounds, 8.3% hits;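 further: 0% = growth of vehicle-only cultures of the same strain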
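Growth inhibition, relative to vehicle-treated controls, is the read-out. The test organism is a yeast strain with defined genetic alterations, cln2 rad14.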
Starred values were filed as active, the others as inactive; . = no result given; & = joins results of further samples; ! = not active in a repeat. No stated cut-off is given here; in the data, active means growth inhibition above about 70%; inactive means the rest.

SMILES	yeast rad50	bub3	yeast mec2-1	mlh1 rad18	sgs1 mgt1	cln2 rad14
O=C(Cc1n[nH]c(=S)nc1CC(=O)c1cccnc1)c1cccnc1	8	27	12	3	16	-1
CN=C([O-])c1c(=O)o[nH][n+]1-c1ccccc1	-36	5	0	12	-7	-4
Nc1c(Br)cc2c(c1Br)C(=O)c1ccccc1-2	4	15	9	0	24	9
C#CCOC(=O)Nc1ccccc1	2&22	-11&-1	-1&13	-1&6	-9&-9	-54&-72
CSC(=S)NN=C1CCCCC1	91*	94*	88*	91*	94*	59
Cc1ccc(NC(=O)COc2cc(Cl)c(Cl)cc2Cl)c([N+](=O)[O-])c1	-29	0	-5	0	-12	-1
Cc1ccccc1NS(=O)c1ccccc1 (stereo not drawn)	-2	2	4	0	3	8
CCCC(=O)OC(OC(=O)CCC)c1ccc([N+](=O)[O-])o1	64	14	-1	35	53	12
COc1ccc(Cc2ccc(CO)cc2)cc1	5	-8	-19	-14	-32	-20
C=C1C(=O)O[C@@H]2CC(CO)=C([C@@H](C)CCCO)[C@@H](OC(=O)/C(C)=C\C)[C@H]12	92*	93*	94*	-33	94*	92*
NC1=NS(=O)(=O)N=C(N)C1=NNc1ccccc1	-25	-23	-2	-14	-5	-7
COc1ccc(Cc2nnc(NN)[nH]c2=O)cc1OC	8	11	9	17	15	4
O=C(Oc1cccc([N+](=O)[O-])c1)c1ccc([N+](=O)[O-])cc1O	-3	9	-8	-6	3	-4
CCOC(=O)NCc1ccccc1	19	-6	9	20	10	3
CN(C)C(=S)Oc1ccc([N+](=O)[O-])cc1Cl	18	-3	7	29	5	19
CC(C)(C)NCC(CNC(C)(C)C)C(=O)c1ccccc1	3	6	-9	17	15	1
O=C1CCC(c2nc3ccccc3[nH]2)N1Cc1ccc(Cl)cc1 (stereo not drawn)	-19	-10	-4	3	-4	-15
S=c1ccc2ccccc2[nH]1	-17	-16	-8	-14	-1	-13
O=C(O)CC=C(c1ccccc1)c1ccccc1	19	1	11	-13	9	14
COc1ccc(C(O)Cc2cc(=O)cc(-c3ccccc3)[nH]2)cc1 (stereo not drawn)	2	10	-5	-1	2	-40
O=C1OC(/C=C/c2ccccc2)=NC/1=C\c1ccc2c(c1)OCO2	-5	-2	19	-20	-16	-21
O=NN/C(=C1\Nc2ccc([N+](=O)[O-])cc2NC1=O)C(O)c1ccc([N+](=O)[O-])cc1 (stereo not drawn)	18	-15	-23	18	-4	19
COC(=O)c1cc(O)c(O)c(O)c1	1	11	-8	3	10	10
Nc1ncnc(N)c1NC(=O)c1cccc(F)c1	0	-8	-1	2	-4	-39
C1=C(c2ccccc2)CCCC1	17	-9	4	4	4	14

Next structures
SMILES	yeast rad50	bub3	yeast mec2-1	mlh1 rad18	sgs1 mgt1	cln2 rad14
O=C(COc1cccc(Cl)c1)Nc1ccc(Cl)cc1	0	17	-27	4	-19	-14
CC(=N\O)/C(C)=N/Nc1ccccc1Cl	4	5	-3	-5	0	-17
COC(=O)NC1Cc2cccc3cccc1c23 (stereo not drawn)	13	-14	13	6	4	17
Cc1ccc(S(=O)(=O)OCC2CCCC2COS(=O)(=O)c2ccc(C)cc2)cc1 (stereo not drawn)	5	-2	-12	-10	-5	5
O=C(NCCc1[nH]nc2c1C(=O)C=C(Nc1ccccc1)C2=O)OCc1ccccc1	-30	-29	-16	-53	-32	-22
Cc1c(SC(Cl)(Cl)Cl)cc([N+](=O)[O-])c(N(C)C)c1[N+](=O)[O-]	14	6	25	10	35	-44
CCC1(O)CCCCC1	-16	-19	-23	-22	-30	-38
CC(=O)OC1/C=C(/C)CCC2OC2(C)CC2OC(=O)C3(CC3)C12 (stereo not drawn)	1	1	-20	-7	-2	11
NC1CC=CCC1N (stereo not drawn)	-4	-6	-6	-15	5	-100
COc1cccc(NC(=S)/C(=C(/[O-])c2ccc([N+](=O)[O-])cc2)[n+]2ccccc2)c1	-12	-1	-20	3	-16	-54
CCN1C(=O)/C(=C\C=C2\SCCN2CI)OC1=S	-16	-7	-6	-29	-23	28
Cc1cn2c(nc1=O)OC1C(O)C(CCl)OC12 (stereo not drawn)	-6	4	-13	4	4	-2
CCCCCCCCc1cc[n+](C2=C([O-])c3ccccc3C(=O)C2=O)cc1	99*	99*	98*	98*	99*	99*
O=C(C(=Cn1c(=O)cc[nH]c1=S)C(=O)c1ccccc1)c1ccccc1	-15	-16	-19	-10	-28	3
NC(=O)c1ccc2c(ccc3ccccc32)c1	49	-2	5	-3	5	-36
O=C(CCN1CCCCC1)Nc1ccc2sc3ccccc3c(=O)c2n1	52	11	-20	11	-1	9
CCCCNCC1COc2cccc(OCC)c2O1 (stereo not drawn)	17	-7	0	4	-2	10
CC(c1ccccc1)N1OC1(c1ccccc1)c1ccccc1 (stereo not drawn)	41	31	50	90*	58	23
Cc1ccc2c(c1)c(=O)oc(=O)c1cc(C)ccc12	-31	0	-11	-20	3	-26
CCCCCNC(=O)Nc1cccc(Cl)c1C	-1	17	7	-21	4	11
CCCCCCCCCCCCCCOc1ccc(OCCCCCCCCC)cc1	38	3	-15	-14	24	-14
CSC1=Nc2cccnc2Nc2cscc21	-9	-4	-6	25	22	10
CNC1(C#N)CCN(Cc2ccccc2)CC1	-19&-18	5&-9	-30&-3	-43&-4	-11&-24	-7&9
Cc1ccccc1N1C(=O)CSC1=S	20	.	2	27	.	.
Clc1ccc(N=Cc2c3ccccc3cc3ccccc23)c(Cl)c1	80*	80*	85*	78*	87*	31

Continuation:
SMILES	yeast rad50	bub3	yeast mec2-1	mlh1 rad18	sgs1 mgt1	cln2 rad14
c1ccc(C(c2ccccc2)n2ccnc2)cc1	76*	59	60	81*	44	67
C=CC[C@@H]1C=C[C@@H](C(=O)OC)n2c(=O)n(-c3ccccc3)c(=O)n21	20	23	16	-29	-10	27
Cc1ccccc1NCCO	25	15	5	31	10	-8
CC(=O)Nc1nc(C)c(CC/C=C/c2ccc([N+](=O)[O-])cc2)c(Cl)n1	9	27	33	53	38	-6
Oc1ccccc1C=Nc1ccccc1O	56&59	72*!	42&37	30&50	42&35	32&17
COc1cc(OC)c(NC(=O)CC2SC(N)=NC2=O)cc1Cl (stereo not drawn)	10	25	7	21	20	11
CCN(CC)CC#CCCCN(CC)CC	-29	-45	-30	-8	-28	2
CC(C)=CCc1c(O)cc(O)c2c1OC(c1ccc(O)cc1)C(O)C2=O (stereo not drawn)	93*	92*	94*	92*	94*	92*
Cc1cccc(NC(=O)Nc2ccccc2)n1	5	-19	1	-10	10	-72
O=c1cc(Cl)ncn1C1OC(CO)C(O)C1O (stereo not drawn)	-17	-28	-21	-25	-28	-14
C=CCC1=C(C)C(OC(=O)C=C(C)C)CC1=O (stereo not drawn)	-4&20	-13&4	-14&-4	-37&-22	-6&-6	-26&0
CC(C)(c1ccc(Cl)cc1)c1ccc(C(=O)O)cc1	27	10	26	10	54	16
CC(=O)NS(=O)(=O)c1c([N+](=O)[O-])ncn1C	5	2	-2	10	-12	12
CCc1nc(N)nc(N)c1-c1ccc(N2CCCCC2)cc1	23	-9	24	58	24	34
O=C(Nc1ccccc1)C(c1ccccc1)N(Nc1ccccc1Cl)c1ccccc1Cl (stereo not drawn)	29	-5	11	25	17	7
CC(C)(C)OC(=O)NCCCCC(NC(=O)C(Cc1c[nH]c2ccccc12)NC(=O)OCC1c2ccccc2-c2ccccc21)C(=O)N1CCCC1C(=O)NCC(N)=O (stereo not drawn)	-16	-12	-10	0	1	-3
NC(=S)N/N=C1/Cc2cccc3cccc1c23	22	15	18	19	15	-9
COc1ccc(C2=Nc3ccccc3N=C(SC)C2)cc1	42	54	-5	32	51	7
CC1OC(n2ccc(NC(=O)c3ccc(NC(=O)C(C)(N)CO)cc3)nc2=O)CCC1OC1OC(C)C(N(C)C)C(O)C1O (stereo not drawn)	30	2	-1	29	6	6
Nc1nc(Cl)nc2c1ncn2C1CCC(CO)O1 (stereo not drawn)	-21	4	1	16	-8	6
O=C1CSCN1N1CSCC1=O	-6	9	3	19	8	-4
CCN(CC)CCNc1cccc(Cl)c1	60	29	9	48	34	25
N#Cc1c(/C=C/c2ccccc2)c2c([nH]c1=S)CCCCC2	0	17	-18	19	16	27
Cc1ccc(S(=O)(=O)Nc2ccccc2-c2nc3cc(Cl)ccc3c(=O)o2)cc1	6	1	-16	2	-4	20
CS/C(=C/c1ccc2ccccc2[n+]1C)N1CCN(C)CC1	-3	-3	-1	0	-8	-13

New compounds follow.
SMILES	yeast rad50	bub3	yeast mec2-1	mlh1 rad18	sgs1 mgt1	cln2 rad14
Cc1cc(C(F)(F)F)nc2nc3ccccc3n12	7	-30	-19	6	0	-4
CC1(c2ccc(O)cc2)CCC(C(C)(C)c2ccc(O)cc2)CC1 (stereo not drawn)	90*	.	92*	91*	.	.
CCCC/C(C=O)=C\NC(=O)Nc1ccccc1	-10	-44	-6	-7	3	-12
CC(C)C(O)(C(=O)O)C(C)C	11	-18	-11	-1	-4	-4
COc1cc(OC)c(C(=O)CCN(C)C)cc1OC	0	9	-13	19	6	0
O=C(CCCC1CCCCC1)OC1CCCC1	11	-21	42	7	5	-6
Cc1ccc(O)c(C(=O)c2ccccc2)c1	4	-4	-17	15	12	-9
CCCC/C=C\C1C=CC(CCCCCCCC(=O)OCCCC)C(C#N)C1C#N (stereo not drawn) (tested in a mixture with another compound)	-12	14	-9	-9	-12	-6
CN(C)c1ccc(/C=C(\C#N)c2cccc(Cl)c2)cc1	17	14	18	-5	11	69
CCOC(=O)CCC(NC(=O)N1CCN(c2c(C)nc(C)[nH]c2=O)CC1)C(=O)OCC (stereo not drawn)	12	13	0	19	11	-5
COC(=O)/C=C(C)/C=C/C1OC(C)OCC1O (stereo not drawn)	8	-5	2	6	-4	-9
CC(C(N)=O)N1C(=O)C2C3CCC(O3)C2C1=O (stereo not drawn)	-8	-2	-7	3	-16	-45
CCN(CC)CCCNC(Cc1ccccc1)c1ccc(OC)cc1 (stereo not drawn)	-2	-18	-7	-20	-4	9
Cc1cc(Cl)nc(NC(=O)CSc2ccc(Cl)cc2)n1	9	18	11	9	-30	5
N#Cc1ccc(S(=O)(=O)c2ccc(C#N)cc2)cc1	1	12	-18	-19	11	24
C=CCOc1ccc(N=NC(C#N)C#N)cc1	99*	98*	98*	54	53	58
CCOC1OC(C)(C=C(C#N)C#N)CCC1C (stereo not drawn)	-19	-2	-11	-9	-18	-12
CCc1cc(CC)n2cnnc2n1	17	7	-4	-8	-9	-30
Cn1c2c(c(=O)n(C)c1=O)CCC(=O)N2	5	-2	1	-9	-6	-33
CC(C)(Oc1ccc2c(=O)cc(-c3ccccc3)oc2c1)C(=O)N1CCN(c2ccccc2)CC1	-5	-13	-7	30	2	-1

Molecules shown so far containing four or more nitrogen atoms, in the order listed:
SMILES	yeast rad50	bub3	yeast mec2-1	mlh1 rad18	sgs1 mgt1	cln2 rad14
O=C(Cc1n[nH]c(=S)nc1CC(=O)c1cccnc1)c1cccnc1	8	27	12	3	16	-1
NC1=NS(=O)(=O)N=C(N)C1=NNc1ccccc1	-25	-23	-2	-14	-5	-7
COc1ccc(Cc2nnc(NN)[nH]c2=O)cc1OC	8	11	9	17	15	4
O=NN/C(=C1\Nc2ccc([N+](=O)[O-])cc2NC1=O)C(O)c1ccc([N+](=O)[O-])cc1 (stereo not drawn)	18	-15	-23	18	-4	19
Nc1ncnc(N)c1NC(=O)c1cccc(F)c1	0	-8	-1	2	-4	-39
O=C(NCCc1[nH]nc2c1C(=O)C=C(Nc1ccccc1)C2=O)OCc1ccccc1	-30	-29	-16	-53	-32	-22
CC(=O)Nc1nc(C)c(CC/C=C/c2ccc([N+](=O)[O-])cc2)c(Cl)n1	9	27	33	53	38	-6
CC(=O)NS(=O)(=O)c1c([N+](=O)[O-])ncn1C	5	2	-2	10	-12	12
CCc1nc(N)nc(N)c1-c1ccc(N2CCCCC2)cc1	23	-9	24	58	24	34
CC(C)(C)OC(=O)NCCCCC(NC(=O)C(Cc1c[nH]c2ccccc12)NC(=O)OCC1c2ccccc2-c2ccccc21)C(=O)N1CCCC1C(=O)NCC(N)=O (stereo not drawn)	-16	-12	-10	0	1	-3
CC1OC(n2ccc(NC(=O)c3ccc(NC(=O)C(C)(N)CO)cc3)nc2=O)CCC1OC1OC(C)C(N(C)C)C(O)C1O (stereo not drawn)	30	2	-1	29	6	6
Nc1nc(Cl)nc2c1ncn2C1CCC(CO)O1 (stereo not drawn)	-21	4	1	16	-8	6
CCOC(=O)CCC(NC(=O)N1CCN(c2c(C)nc(C)[nH]c2=O)CC1)C(=O)OCC (stereo not drawn)	12	13	0	19	11	-5
C=CCOc1ccc(N=NC(C#N)C#N)cc1	99*	98*	98*	54	53	58
CCc1cc(CC)n2cnnc2n1	17	7	-4	-8	-9	-30

Quoted at random: two compounds from above.
SMILES	yeast rad50	bub3	yeast mec2-1	mlh1 rad18	sgs1 mgt1	cln2 rad14
COC(=O)/C=C(C)/C=C/C1OC(C)OCC1O (stereo not drawn)	8	-5	2	6	-4	-9
N#Cc1ccc(S(=O)(=O)c2ccc(C#N)cc2)cc1	1	12	-18	-19	11	24

Compounds were not picked by outcome (roughly 14% active in at least one column).
